# Wnt act: activates Wnt/beta-catenin signaling in a reporter cell assay. activation, % at 9.35 µM. 300,000 compounds, 1.2% hits. activator, plate reader; in the data active means activation above about 30%, passing the limit was not always enough;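 further: 0% = neutral control wells and 100% = positive control wells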
# NSD2 HMT inh: inhibitors of human histone methyltransferase NSD2. inhibition, % at 12.5 µM. O96028. NSD2 peptide methylation, AlphaScreen, 120 min. 310,000 compounds, 0.54% hits. AID 743445; in the data active means inhibition above about 50%
# Target sequence (O96028 whole entry, looked up): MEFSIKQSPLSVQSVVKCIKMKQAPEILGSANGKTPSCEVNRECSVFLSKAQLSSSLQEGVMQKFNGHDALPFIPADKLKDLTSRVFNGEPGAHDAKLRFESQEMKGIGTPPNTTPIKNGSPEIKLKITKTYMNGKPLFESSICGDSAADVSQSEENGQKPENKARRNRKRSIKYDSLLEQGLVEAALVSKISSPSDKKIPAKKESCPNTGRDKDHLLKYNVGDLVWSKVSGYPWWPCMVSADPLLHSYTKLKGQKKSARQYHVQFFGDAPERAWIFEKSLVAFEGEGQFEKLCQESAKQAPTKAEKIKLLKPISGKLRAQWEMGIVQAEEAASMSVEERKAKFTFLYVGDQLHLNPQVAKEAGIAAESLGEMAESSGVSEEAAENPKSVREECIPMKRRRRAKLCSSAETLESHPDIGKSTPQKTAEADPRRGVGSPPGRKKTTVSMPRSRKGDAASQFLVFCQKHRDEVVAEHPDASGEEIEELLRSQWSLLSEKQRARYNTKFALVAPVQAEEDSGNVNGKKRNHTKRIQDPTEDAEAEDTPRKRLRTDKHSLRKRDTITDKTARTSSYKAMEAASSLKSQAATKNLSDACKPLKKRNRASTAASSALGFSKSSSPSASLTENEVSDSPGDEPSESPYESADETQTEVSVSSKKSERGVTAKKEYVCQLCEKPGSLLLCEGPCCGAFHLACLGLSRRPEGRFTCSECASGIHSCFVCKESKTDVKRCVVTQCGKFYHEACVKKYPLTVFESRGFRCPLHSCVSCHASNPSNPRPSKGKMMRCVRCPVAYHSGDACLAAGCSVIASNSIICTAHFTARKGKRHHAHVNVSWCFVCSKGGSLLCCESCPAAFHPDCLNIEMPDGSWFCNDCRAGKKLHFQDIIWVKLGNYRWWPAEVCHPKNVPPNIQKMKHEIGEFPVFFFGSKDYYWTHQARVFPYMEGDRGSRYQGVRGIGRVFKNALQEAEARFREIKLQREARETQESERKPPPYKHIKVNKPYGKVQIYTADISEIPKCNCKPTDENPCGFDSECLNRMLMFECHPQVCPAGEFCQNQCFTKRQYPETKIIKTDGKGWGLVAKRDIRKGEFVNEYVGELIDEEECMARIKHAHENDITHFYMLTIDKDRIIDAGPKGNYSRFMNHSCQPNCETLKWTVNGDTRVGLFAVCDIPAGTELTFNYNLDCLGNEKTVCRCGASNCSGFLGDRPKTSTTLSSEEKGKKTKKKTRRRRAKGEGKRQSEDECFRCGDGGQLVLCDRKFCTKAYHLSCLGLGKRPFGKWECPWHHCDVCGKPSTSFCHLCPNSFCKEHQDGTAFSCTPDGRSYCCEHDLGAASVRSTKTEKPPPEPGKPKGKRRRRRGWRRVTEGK
# * = called active by the depositor. These rows are one share of the data, so the mix of outcomes need not match the whole.
structure | Wnt act | NSD2 HMT inh
Cc1ccc(-c2cnc(C(O)c3c(C)cccc3C)[nH]2)cc1 (centres undefined) | -2 | 3
Cn1c(NCC2CCCCC2)nc2cc(-c3ccsc3)sc2c1=O | -2 | 1
COc1cccc(C(O)c2ncc(-c3ccccc3Cl)[nH]2)c1 (centres undefined) | -2 | 1
OC[C@@H]1CN(Cc2ccccc2)C[C@H](n2cnc3c(Nc4ccccc4)ncnc32)O1 | -3 | 2
COc1cccc(CNC(=O)[C@H]2CCCN2C(=O)[C@H]2CCCN2C(=O)c2ccc(F)c(C(F)(F)F)c2)c1 | -6 | -2
COc1ccc(OC)c(N=C2SCCCN2C(=O)c2ccc(N3C(=O)CCC3=O)cc2)c1 | -2 | 2
COc1cccc(-c2cnc3c(NC(C)=O)cc(-c4ccsc4)cn23)c1 | -3 | 6
COc1ccc(OC)c(NC(=O)c2cc(-c3cc(F)ccc3OCC3CCCO3)n[nH]2)c1 (centres undefined) | -8 | 30
C=CCOC(=O)Nc1nc(CCNC(=O)OCc2ccccc2)c(C(=O)OC)s1 | 5 | -2
CN(C)c1ccc(CC(=O)N2CCCCC2c2cc(C(=O)Nc3ccccc3)no2)cc1 (centres undefined) | -1 | 27
CCCC(=O)N1CCC1(C)C(=O)Nc1cc(-c2ccccc2)nn1C (centres undefined) | 33* | 0
Cn1nc(C(C)(C)C)cc1NC(=O)C1(C)CCN1C(=O)C1(c2ccccc2)CCCC1 (centres undefined) | -2 | -1
CC(C)CNC(=O)C1(C)CCCN1C(=O)CSc1ccccc1 (centres undefined) | -1 | 5
c1cc(-c2ccc(N3CCOCC3)cc2)n2cnnc2c1 | 0 | -4
COc1ccc(NC(=O)c2cc(-c3ccc(F)cc3OC(C)C)n[nH]2)c(OC)c1 | -2 | -2
COc1cccc(-c2cnc(C(O)c3ccc(F)cc3C)[nH]2)c1 (centres undefined) | 0 | 3

# Molecules from the list above that have a carbonyl joined to an NH by a bond outside any ring (9):
structure | Wnt act | NSD2 HMT inh
COc1cccc(CNC(=O)[C@H]2CCCN2C(=O)[C@H]2CCCN2C(=O)c2ccc(F)c(C(F)(F)F)c2)c1 | -6 | -2
COc1cccc(-c2cnc3c(NC(C)=O)cc(-c4ccsc4)cn23)c1 | -3 | 6
COc1ccc(OC)c(NC(=O)c2cc(-c3cc(F)ccc3OCC3CCCO3)n[nH]2)c1 (centres undefined) | -8 | 30
C=CCOC(=O)Nc1nc(CCNC(=O)OCc2ccccc2)c(C(=O)OC)s1 | 5 | -2
CN(C)c1ccc(CC(=O)N2CCCCC2c2cc(C(=O)Nc3ccccc3)no2)cc1 (centres undefined) | -1 | 27
CCCC(=O)N1CCC1(C)C(=O)Nc1cc(-c2ccccc2)nn1C (centres undefined) | 33* | 0
Cn1nc(C(C)(C)C)cc1NC(=O)C1(C)CCN1C(=O)C1(c2ccccc2)CCCC1 (centres undefined) | -2 | -1
CC(C)CNC(=O)C1(C)CCCN1C(=O)CSc1ccccc1 (centres undefined) | -1 | 5
COc1ccc(NC(=O)c2cc(-c3ccc(F)cc3OC(C)C)n[nH]2)c(OC)c1 | -2 | -2

# Other structures
structure | Wnt act | NSD2 HMT inh
N#Cc1ccc(-c2cccc3nccn23)cc1 | -1 | -5
c1coc(-c2cc3nc(NC4CCCCC4)ccn3n2)c1 | 5 | 5
Cc1ccc(S(=O)(=O)NC(=O)C2(C)CCN2C(=O)CCc2ccc(Cl)cc2Cl)cc1 (centres undefined) | 0 | -4
CC(=O)NS(=O)(=O)c1ccc(NC(=O)CSc2ccc(Cl)cc2)cc1 | -2 | 3
CCOC(=O)C1(C)CCCN(C(=O)c2cccc(Cl)c2)C1 (centres undefined) | -1 | 0
Nc1c([N+](=O)[O-])cc2c3c(cccc13)CC2 | 0 | 8
CCOC(=O)C1(C)CCCCN1C(=O)c1cccc(Cl)c1 (centres undefined) | -1 | -2
CC(=O)c1ccc(-c2cnc3c(NC=O)cc(-c4ccccc4Oc4ccccc4)cn23)cc1 | -15 | -2
CCc1nc2c(OCCOc3ccc(F)cc3)cccn2c1N(C=O)Cc1ccccc1 | -1 | -1
O=C(CN1CCSCC1)N/N=C/c1ccc(Cl)cc1 | 6 | -4
COc1cccc(C(C)(O)c2nc(-c3ccc(F)cc3OC)cs2)c1 (centres undefined) | -5 | 0
COCOc1cccc(CN2CCC(C)(Oc3ccc(C(C)=O)cc3)C2)c1 (centres undefined) | -1 | 5
COCCNC(=O)C1(C)CCCN(C(=O)c2ccc(C)c(F)c2)C1 (centres undefined) | -2 | 1
COc1ccc(NC(=O)c2cc(C3CCCCN3S(=O)(=O)c3ccc(C#N)cc3)on2)c(C)c1 (centres undefined) | -4 | 21
CNC(=O)c1c(NC(=O)c2ccc(S(=O)(=O)N3CCCC3)cc2)sc2c1CCN(C(C)C)C2 | -2 | -2
CCC(=O)N1CCC1(C)C(=O)Nc1cccc(OC)c1OC (centres undefined) | 8 | -4
COc1ccc(-c2cc(C(=O)Nc3ccc(OC)c(OC)c3)[nH]n2)c(C)c1 | 5 | -1
CC1(C(=O)NS(=O)(=O)c2cccc(F)c2)CCN1C(=O)CCc1ccccc1 (centres undefined) | -3 | -4
CC(=O)Nc1cc(-c2ccccc2F)cn2c(-c3cccc(C(F)(F)F)c3)cnc12 | -1 | 0
c1cncc(CN2CCN(c3cc(-c4cnc5ccccc5c4)nc4ccnn34)CC2)c1 | -3 | -2
COc1cccc(C(=O)N2CCC[C@@H]2C(=O)N2CCC[C@H]2C(=O)NCc2ccccc2)c1 | 1 | -4
CC(O)(c1cccc(F)c1)c1nc(-c2ccc3c(c2)OCO3)cs1 (centres undefined) | -2 | -1
CC(=O)Nc1cccc(Cn2cccn2)c1 | 0 | -1
Cc1cc(F)cc(-c2cc(C(=O)NCc3ccco3)[nH]n2)c1 | 1 | 3

# New compounds follow.
smiles	Wnt act	NSD2 HMT inh
O=C(C(=O)N1CCC(CNS(=O)(=O)c2ccc(F)cc2)CC1)c1cc2ccccc2o1	0	-1
COCCNc1ncnc2c1ncn2[C@H]1CN(Cc2ccco2)C[C@@H](CO)O1	-2	-3
OC(c1ccc(F)cc1)c1nc(-c2ccc(Cl)cc2)cs1 (centres undefined)	-8	10
Cc1nc2cc(Oc3nc(NCCN(C)C)nc4ccsc34)ccc2s1	-2	14
OC(c1ccccc1)(c1nc(-c2cc3ccccc3o2)cs1)C(F)(F)F (centres undefined)	1	-2
COc1cccc(CNC(=O)COC(=O)c2ccc(N3CCCC3=O)cc2)c1	-3	-4
CC(=O)NCCNC(=O)C1(C)Cc2c(-c3ccc(NC(C)=O)cc3)ccnc2O1 (centres undefined)	-2	0
O=C(Nc1ccc(F)c(Cl)c1)c1csc([C@@H]2C[C@H](O)[C@@H](CO)O2)n1	-2	-2
CN(Cc1ccccc1)C(=O)c1ccc2nc([C@H]3C[C@H](O)[C@@H](CO)O3)[nH]c2c1	1	4
CCCCNC(=O)C1(C)CCN1C(=O)c1ccc(OC)c(C(F)(F)F)c1 (centres undefined)	2	-1
CCNC(=O)C1(C)CCN(C(=O)c2ccc(F)cc2Cl)C1 (centres undefined)	1	6
O=C(Nc1ccccc1Cl)c1cc(C2CCCCN2C(=O)C2CCCCC2)on1 (centres undefined)	-2	-3
OC(c1cc(F)cc(Cl)c1)c1ncc(-c2ccccc2C(F)(F)F)[nH]1 (centres undefined)	-3	-7
CC(CC(=O)Nc1ccc2c(c1)c(=O)n(C)n2-c1ccccc1)c1ccccc1 (centres undefined)	-1	0
O=C(NCc1ccccc1)[C@H]1CCCN1C(=O)[C@H]1CCCN1C(=O)c1cccc(F)c1	-1	-4
COCCNc1nc(NC(C)C)nc2ccsc12	0	0
CC1(C(=O)Nc2ccccc2Cc2ccccc2)CCN1CCc1ccccc1 (centres undefined)	-3	3
Cc1cc(Cl)ccc1C(O)c1ncc(-c2cccc(F)c2)[nH]1 (centres undefined)	0	5
Nc1c(C(=O)NCCc2ccc(Cl)cc2)sc2ccc(S(=O)(=O)N3CCCCC3)cc12	-5	-1
COCc1[nH]nc2c1C(c1ccc(F)cc1)NC2=O (centres undefined)	-1	-1
COCCNc1nc(NCc2ccc(NC(C)=O)cc2)c2sccc2n1	-6	-1
CC1(C(=O)NS(=O)(=O)C2CC2)CCCN(C(=O)c2ccc(F)cc2Cl)C1 (centres undefined)	1	-2
Cc1ccc(OCc2ccc(Br)cc2)c([N+](=O)[O-])n1	61*	-7
CCCCNC(=O)C1(C)CCN1C(=O)c1cccc(OC(C)=O)c1C (centres undefined)	-2	-4
CCSc1ccc(-c2cc(NC=O)c3ncc(-c4cccc(C(=O)NCCN(C)C)c4)n3c2)cc1	-2	11
CCc1nc2ccc(C(=O)Nc3cccc(NS(C)(=O)=O)c3)cn2c1N(CC)CCOC	-1	1
COCCNC(=O)C1CCCN(C(=O)c2sc(-c3ccccc3)nc2C)CC1 (centres undefined)	-3	1
COCCNc1nc(Oc2ccccc2)c2sccc2n1	-1	-4
CCCOc1ccc(F)cc1-c1cc(C(=O)NC2CCCCC2)[nH]n1	-4	2
COc1ccc(C(O)c2nc(-c3ccccc3)cs2)cc1 (centres undefined)	-1	-16
COc1ccc(CC(N)c2csc(NC(=O)Cc3ccccc3)n2)cc1 (centres undefined)	2	3
Cc1ccc(NC(=S)Nc2ccc(-c3nnc4n3CCCCC4)cc2)cc1C	-2	3
O=C(CSc1nnc(NC(=O)c2ccccc2Cl)s1)Nc1ccc2c(c1)oc1ccccc12	21	-1
Cc1cnn(C(=O)c2ccccc2Br)c1	-3	0
COc1cccc(C(NC(C)=O)c2nc(-c3ccccc3)cs2)c1 (centres undefined)	6	0
COc1cc(CNc2ncnc3c2ncn3[C@H]2CN(Cc3cccc(C(F)(F)F)c3)C[C@@H](CO)O2)cc(OC)c1OC	-7	2
COc1cccc(C(O)c2nc(-c3cccc(NC(C)=O)c3)cs2)c1 (centres undefined)	-3	1
COc1ccc(Cl)cc1NC(=O)C1CC(c2ccccc2Cl)=NO1 (centres undefined)	-5	-4
CCN(CC)c1ncnc2c1ncn2[C@H]1CN(Cc2cc(OC)c(OC)c(OC)c2)C[C@@H](CO)O1	-1	-2
CCc1nc2ccc(C(=O)NCCOc3ccc(OC)cc3)cn2c1N(C=O)Cc1ccc(OC)cc1	1	5
CC(=O)Nc1cccc(-c2ccnc3c2CC(C)(C(=O)NCc2ccc(N(C)C)cc2)O3)c1 (centres undefined)	0	13
NC(=O)NN=C1CCC(OCc2ccccc2)CC1CC(=O)O (centres undefined)	-3	-1
CSc1ccc(C(O)c2ncc(-c3cccc(OCc4ccccc4)c3)[nH]2)cc1 (centres undefined)	-1	8
COc1ccc(CN2CCC2(C)C(=O)NCCc2c[nH]c3ccccc23)c2ccccc12 (centres undefined)	-3	1
NC(Cc1ccc(C(F)(F)F)cc1)c1csc(Nc2ccc(S(N)(=O)=O)cc2)n1 (centres undefined)	-3	0
COc1ccc(CNc2nccn3ccnc23)cc1	4	-5
CC1CCN(S(=O)(=O)c2ccc3nc(N4CCN(c5ccccc5)CC4)ccc3c2)CC1	0	-3
COC(=O)c1cccc(CC2(C)C(=O)Nc3cc(-c4ccccc4Cl)ccc32)c1 (centres undefined)	0	-6
Cc1cccnc1C(NC(=O)C1CCN(Cc2ccccc2)CC1)c1ccc(F)cc1 (centres undefined)	-2	3
COCCNC(=O)C1(C)CCCN(C(=O)c2cnc3ccccc3n2)C1 (centres undefined)	1	-2
COc1ccc(C(O)c2ncc(-c3cccc(F)c3)[nH]2)cc1F (centres undefined)	-1	3
COc1ccc(NC(=O)c2cccc3c(-c4cccnc4)coc23)cc1	-3	0
Cc1nc(C(F)(F)F)ccc1C(=O)N1CCC1(C)C(=O)NS(=O)(=O)c1cccc(C#N)c1 (centres undefined)	-1	-3
N#Cc1[nH]nc2nc[nH]c(=O)c12	-1	0
Nc1ncnc2c1nc(-c1ccccc1)n2C1OC(CO)C(O)C1O (centres undefined)	-1	0
COc1cc(NC(=O)CCNC(=O)N2CC(=O)Nc3ccccc32)cc(OC)c1OC	4	3
N#Cc1cccc(-c2csc(C(O)c3ccco3)n2)c1 (centres undefined)	-2	1
COc1ccc(Cl)cc1-c1cc(C(=O)Nc2ccc(F)cc2)[nH]n1	-1	-2
COc1ccc(C(O)c2ncc(-c3ccccc3C)[nH]2)cc1 (centres undefined)	-4	3
COc1ccc2c(c1)[C@@]1(OCCC=C[C@H]1C)C(=O)N2Cc1ccc(Br)cc1	-3	-2

# Quoted from the results shown, two compounds:
smiles	Wnt act	NSD2 HMT inh
Cc1ccc(-c2cnc(C(O)c3c(C)cccc3C)[nH]2)cc1 (centres undefined)	-2	3
Cn1c(NCC2CCCCC2)nc2cc(-c3ccsc3)sc2c1=O	-2	1

# Next section
smiles	Wnt act	NSD2 HMT inh
Clc1cccc(CNc2ccn3nc(-c4ccc(OCc5ccccc5)cc4)cc3n2)c1	1	-2
Cc1cc(F)ccc1-c1cc(C(=O)NC2CCCCC2)[nH]n1	13	-2
CCn1c(=N)c(S(=O)(=O)c2ccc(C)cc2)cc2c(=O)n3ccccc3nc21	-1	1
COc1cccc(CNc2nc(NC(C)C)nc3ccsc23)c1OC	-10	1
O=C(Nc1nnc([C@@H]2C[C@H](O)[C@@H](CO)O2)s1)c1cccc2ccccc12	-3	-1
CC1(C(=O)NS(=O)(=O)c2ccccc2Cl)CCN1C(=O)CCc1ccc(Cl)cc1Cl (centres undefined)	-6	-1
CC1(C(=O)NC2CCCC2)CCN1C(=O)Cc1ccc(-c2ccccc2)cc1 (centres undefined)	-1	-2
CN(C)c1ncnc2c1ncn2[C@H]1CN(Cc2ccco2)C[C@@H](CO)O1	-2	6
CC(=O)c1ccc(OC2(C)CCN(CCOc3ccc(C)cc3)C2)cc1 (centres undefined)	-1	8
Cc1ccc(S(=O)(=O)NC(CCCNC(=O)OCc2ccccc2)C(=O)O)cc1 (centres undefined)	-3	-2
CC(=O)Nc1ccc(-c2ccnc3c2CC(C(=O)Nc2cccc(N(C)C)c2)O3)cc1 (centres undefined)	-7	4
CN(C)c1ccc(CNC(=O)C2(C)Cc3c(-c4ccccc4)ccnc3O2)cc1 (centres undefined)	-1	19
O=C(NC(c1ccc2c(c1)OCO2)c1ccccn1)C1CCN(CCOc2ccccc2)CC1 (centres undefined)	0	-1
COc1cc(Cl)ccc1OC1(C)CCN(Cc2ccc(-c3ccccn3)cc2)C1 (centres undefined)	-2	2
CCOC(=O)c1c(C)[nH]c(C(=O)OC(C)C(=O)NC2(C#N)CCCCC2)c1C (centres undefined)	-2	4

# Screening data from PubChem.
